MT stabilizer: microtubule stabilization, imaging screen; HeLa tubulin immunostaining HCS, 24 h; share of cells brighter than vehicle mean+2SD; 200,000 tested, 0.83% active; % tubulin-high responders, % at 10 µM; AID 2205;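 active = plate Z-score above 3 for both tubulin-high and condensed-nucleus cell shares, with cell loss under 80%, at 10 µM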;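 also: anti alpha tubulin signal scored within the nucleus-defined area of each cell; some results filed as inactive read as strong as hits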
b-catenin transl: modulators of beta-catenin nuclear translocation. nuclear translocation activity, % at 5 µM. 190,000 tested, 0.3% active. AID 1665. HeLa beta-catenin nuclear translocation, immunofluorescence imaging;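 active = nuclear translocation activity above 50% at 5 µM, with a well cell count of 50 or more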;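 also: per-cell ratio of nuclear to cytoplasmic median beta-catenin stain intensity; plate controls were DMSO negative control for no effect and GSK-3 inhibitor IX positive control for full effect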
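test system = HeLa cells, endogenous beta-catenin | dosing = single 5 µM dose plus 0.02–20 µM confirmation series | times = compound treatment 24 h, 37°C, 5% CO2 | technique = beta-catenin immunofluorescence imaging with DAPI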
WT yeast gro inh: growth inhibition of WT yeast, mitochondrial fusion screen. mitochondrial fusion phenotypic screen, WT strain. 190,000 tested, 2.1% active. inhibition, % at 10 µM; in the data active = inhibition above about 58%; tested in S. cerevisiae
T cell modulator: modulates CD8 T cell binding to vesicles. calls only at 7 µM. 330,000 tested, 0.068% active. 2C CD8+ T cell-vesicle binding, flow cytometry; stronger effect = lower value;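 active = response, share of CD8 T cells binding vesicles, and their 90th percentile fluorescence all below set limits, cut at about 80% in these data, passing the limit was not always enough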
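Material: murine 2C transgenic CD8+ T lymphocytes / Also added: QL9-peptide-loaded Drosophila micro-vesicles bearing Ld, ICAM-1 and B7-1 / Schedule: binding step 1.5 h, 37 °C, antibody labelling 20 min, ice / Signal: flow cytometry, PE anti-B7-1 (FL2) versus Alexa647 anti-CD8 (FL8), PFA-fixed / Evaluation: percent CD8+ FL2 mean versus row control / Benchmarks: naked versus QL9-loaded vesicles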
Myeloid diff 2: myeloid differentiation induction; ER-HoxA9 myeloid progenitors, lysozyme-GFP differentiation, flow cytometry; 360,000 tested, 1% active; AID 624256; calls only at 10 µM;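 active = normalized GFP-positive differentiation at or above the plate's own cutoff, the solvent-only control mean plus 3 SD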;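 also: cells exposed to compound for four days before flow analysis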
Autophagy HCS: alters autophagy in cells; MEF GFP-LC3 puncta imaging; test concentration mostly 10 µM; calls only at 10 µM (by protocol); 190,000 tested, 0.98% active;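 active = percentage of spot-positive cells more than 3 SD above its plate mean, without a fluorescence outlier flag or 80% toxicity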;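 also: spot-positive cell cutoff set from DMSO-treated cells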
Ins promoter up: MIN6 insulin promoter up-regulation | MIN6 insulin promoter-GFP reporter, high-content imaging; stronger effect = higher value | z-score at 5 µM | 190,000 tested, 0.3% active | AID 1625;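 active = z-score above 3 at 5 µM with at least 500 cells counted in the well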
West Nile antiviral: West Nile virus antiviral activity, cell-based, CPE readout (AID 1621); CPE inhibition, % at 10 µM, or IC50 in µM where a hit was titrated; West Nile virus-infected cells, CPE inhibition; higher % means a stronger effect; 290,000 tested, 0.02% active; in the data active = a potency from the dose series; also: strong numbers were not always called active
Lipid droplet: hepatic lipid droplet formation modulation | 240,000 tested, 0.4% active | AID 1656 | inhibition, % at 6.5 µM | AML12 mouse hepatocytes, oleate lipid droplets, BODIPY imaging;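 active = lipid droplet intensity inhibited by at least 50%, with more than 500 cells counted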
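Material – mouse AML12 hepatocyte cell line, fixed after treatment · Compound dosing – one dose, 6.5 µM compound · Times – compound with oleate, overnight · Measured by – Image-based BODIPY and DAPI two-channel analysis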
WT yeast gro inh mutant strain: second read-out of WT yeast gro inh, no call of its own (marks repeat the call); inhibition, %; mitochondrial fusion phenotypic screen, mutant strain inhibition
Ins promoter up cell count: second read-out of Ins promoter up, no call of its own (marks repeat the call); cell count; measured here: cytotoxicity, nuclei count;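 total cells summed across four imaged fields per well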
Lipid droplet cells 6.5 µM: recorded beside Lipid droplet, whose call it bears; cell count; measured here: cell count, cytotoxicity flag;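 cells counted across two imaged fields per well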
b-catenin transl cell count 5 µM: further read-out of b-catenin transl, marked with its call; cell count; measured here: cell count, cytotoxicity flag
T cell modulator vesicle-bound %: further read-out of T cell modulator, marked with its call; double positive events, %; measured here: CD8+ vesicle-bound cell fraction;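 binding gate set so that unloaded-vesicle control wells show 10% double positive cells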
MT stabilizer Hoechst-high %: recorded beside MT stabilizer, whose call it bears; % Hoechst-high responders; measured here: nuclear condensation Hoechst responders;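 share of cells brighter than vehicle mean plus two SD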
MT stabilizer cytotoxicity %: also measured in MT stabilizer; calls as there; toxicity, %; measured here: cytotoxicity by cell density;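 0% = mean cell density of plate MIN control wells and 100% = no cells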
Autophagy HCS cell loss 18 h: recorded beside Autophagy HCS, whose call it bears; toxicity, %; measured here: cell loss, nuclei count;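 cell loss after 18 h compound exposure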
Myeloid diff 2 GFP+ MAC1+ %: second read-out of Myeloid diff 2, no call of its own (marks repeat the call); GFP+ MAC1+ double positive, %; measured here: differentiation confirmed by MAC1 staining
* marks the source's active call; other numbers are inactive results; i = inactive; . = not tested or not shown; + = active, no number.

Compound,MT stabilizer,MT stabilizer Hoechst-high %,MT stabilizer cytotoxicity %,b-catenin transl,b-catenin transl cell count 5 µM,WT yeast gro inh,WT yeast gro inh mutant strain,T cell modulator,T cell modulator vesicle-bound %,Myeloid diff 2,Myeloid diff 2 GFP+ MAC1+ %,Autophagy HCS,Autophagy HCS cell loss 18 h,Ins promoter up,Ins promoter up cell count,West Nile antiviral,Lipid droplet,Lipid droplet cells 6.5 µM
CCOC(=O)c1c(C)[nH]c(C(=O)CN2C(=O)NC(CC)(c3ccccc3)C2=O)c1C (stereo unspecified),2.7,2.5,9.7,1.2,1080,-2,-8,i,49,i,0.4,i,-10,2.5,849,1.0%,.,.
CCc1nnc(NC(=O)Cc2ccc(OCc3c(C)noc3C)cc2)s1,2.6,1.3,4.2,-3.5,1254,0,11,i,47,i,0.6,i,1,.,.,-0.3%,0,745
COC(=O)Cn1cnc2c1c(=O)n(C)c(=O)n2C,2.3,1.7,4.7,-3.3,1246,-2,0,i,50,i,1.1,i,0,.,.,0.0%,-8,724
Cc1ccc(-c2cc(C(F)(F)F)n3ncc(C(=O)N4CCCCC4c4cccnc4)c3n2)cc1 (stereo unspecified),1.9,4.2,9.5,2.6,983,1,-31,i,40,i,0.3,i,-1,-0.84,1152,0.2%,-4,710
CCN(CC)C(=O)CN(c1ccc(F)c(Cl)c1)S(C)(=O)=O,2.5,0.4,17,-1.7,1263,5,-4,i,55,i,0.8,i,3,0.68,1278,0.7%,-3,745
CN(CCOc1ccccc1)C(=O)c1ccc(OC2CCN(C(=O)C3CC3)CC2)cc1,2.6,1.8,4.8,0.1,1003,21,8,i,15,i,0.5,i,17,0.02,1432,-1.7%,-23,711
COc1ccccc1C/C(N)=N/O,1.9,3.1,10,0.4,434,-8,-15,i,6,i,1.1,i,1,0.37,1145,0.4%,-7,588
CCc1ccc(-c2cc(C)no2)cc1S(=O)(=O)N1CCCN(Cc2ccc(F)cc2)C1,.,.,.,.,.,.,.,i,27,i,1.6,.,.,.,.,0.2%,-8,747
CCCS(=O)(=O)N1CCC(C(=O)N2CCC(Cc3ccccc3)CC2)CC1,3.5,3.4,9.4,0.2,1357,1,-6,i,42,i,1.0,i,9,0,1637,-0.5%,.,.
O=C(C[n+]1ccccc1)Nc1c(Cl)cc(Cl)cc1Cl,2.5,3.1,12,-1.5,912,1,-11,i,58,i,0.3,i,3,-0.05,1609,-0.4%,-7,693
O=C(Cn1c(=O)oc2ccccc21)c1ccccc1,8.9,7.3,96,-6.0,869,-10,-17,i,45,i,1.5,i,-1,1.2,1082,0.0%,.,.
Cc1ccc(-c2noc(CSc3nnc(Cc4ccccc4)n3-c3cccc(C)c3)n2)cc1,2.1,0.7,8.6,3.2,1085,1,3,i,56,i,12,i,-9,-1,823,-1.1%,-14,782
Cc1ccc(S(=O)(=O)N(CCC(=O)O)c2ccccc2)cc1,5.4,3.1,7.1,-0.4,502,-1,-15,i,5,i,0.3,i,4,0.51,1245,0.4%,0,659
Cc1cc(C)cc(NC(=O)CC23CC4CC(C2)CC(n2nnc(C)n2)(C4)C3)c1,2.6,2.7,3.8,-0.8,931,-2,-5,i,4,i,0.5,i,2,0.17,1338,-0.8%,9,633
N#CCCN(Cc1cccs1)C(=O)Nc1ccc(F)cc1,.,.,.,-0.8,1312,.,.,.,.,i,0.3,.,.,-0.45,1214,0.1%,5,717
CCC1CCC(c2nnc(-c3ccc([N+](=O)[O-])cc3)o2)CC1 (stereo unspecified),2.7,1.7,7.5,2.5,1060,14,-2,i,31,i,0.2,i,10,-0.73,1428,-0.8%,-3,615
CCOc1ccc(N(CC(=O)NCCc2ccc(OC)cc2)S(C)(=O)=O)cc1,2.3,1.6,7.8,0.4,937,-11,-8,i,25,i,0.3,i,-14,-0.17,1547,-0.6%,-8,700
CC(C)(C)c1ccc(CN(Cc2ccccc2)C(c2ccccn2)c2nnnn2C(C)(C)C)cc1 (stereo unspecified),2.4,1.2,11,3.4,1072,22,-7,i,22,i,0.7,i,1,-3.4,730,1.6%,-3,855
CC(C)(C)OC(=O)N1CCC(C(=O)N[C@H](Cc2ccccc2)C(=O)O)CC1,1.3,2.5,15,-0.6,1042,-11,1,i,20,i,0.4,i,5,0.17,1585,0.4%,7,617
O=C(NNc1cccc(Cl)n1)Nc1cccc(C(F)(F)F)c1,3.5,2.9,8.7,.,.,-6,-7,i,28,i,0.9,i,0,-0.7,1378,-0.7%,15,729
CC(=O)Nc1ccc(NS(=O)(=O)c2cn(C)c(=O)n(C)c2=O)cc1,5.4,2.2,7.5,0.1,1049,2,-6,i,44,i,4.1,i,13,0.28,1665,0.2%,-15,609
Cc1[nH]n(-c2ccccc2)c(=O)c1CCOC(=O)c1ccc(C(F)(F)F)cc1,2.2,1.3,5.0,.,.,1,-4,i,15,i,1.4,i,15,.,.,-1.1%,.,.
CN(C)c1cccc2c1c(NC(=O)c1ccc(F)cc1)nn2C,.,.,.,0.5,1300,.,.,i,26,i,0.4,.,.,-0.59,1373,0.2%,.,.
COc1ccc2cc(C3(C)NC(=O)N(CC(=O)NCCC4=CCCCC4)C3=O)ccc2c1 (stereo unspecified),2.6,0.8,7.3,.,.,-28,-21,i,40,i,1.5,i,-6,.,.,-1.0%,10,757
CSCC[C@H](NC(=O)Nc1ccc(Oc2ccccc2)cc1)C(=O)O,.,.,.,-3.6,997,.,.,i,29,i,0.5,.,.,0.17,1365,0.1%,-9,665

Pulled one by one from above:
Compound,MT stabilizer,MT stabilizer Hoechst-high %,MT stabilizer cytotoxicity %,b-catenin transl,b-catenin transl cell count 5 µM,WT yeast gro inh,WT yeast gro inh mutant strain,T cell modulator,T cell modulator vesicle-bound %,Myeloid diff 2,Myeloid diff 2 GFP+ MAC1+ %,Autophagy HCS,Autophagy HCS cell loss 18 h,Ins promoter up,Ins promoter up cell count,West Nile antiviral,Lipid droplet,Lipid droplet cells 6.5 µM
Cc1[nH]n(-c2ccccc2)c(=O)c1CCOC(=O)c1ccc(C(F)(F)F)cc1,2.2,1.3,5.0,.,.,1,-4,i,15,i,1.4,i,15,.,.,-1.1%,.,.
O=C(C[n+]1ccccc1)Nc1c(Cl)cc(Cl)cc1Cl,2.5,3.1,12,-1.5,912,1,-11,i,58,i,0.3,i,3,-0.05,1609,-0.4%,-7,693

Three compounds from above, ordered by the number in West Nile antiviral, smallest number first:
molecule	MT stabilizer Hoechst-high %	WT yeast gro inh mutant strain	T cell modulator	T cell modulator vesicle-bound %	Myeloid diff 2 GFP+ MAC1+ %	West Nile antiviral
Cc1[nH]n(-c2ccccc2)c(=O)c1CCOC(=O)c1ccc(C(F)(F)F)cc1	1.3	-4	i	15	1.4	-1.1%
O=C(NNc1cccc(Cl)n1)Nc1cccc(C(F)(F)F)c1	2.9	-7	i	28	0.9	-0.7%
O=C(C[n+]1ccccc1)Nc1c(Cl)cc(Cl)cc1Cl	3.1	-11	i	58	0.3	-0.4%

(next part)
Compound,MT stabilizer,MT stabilizer Hoechst-high %,MT stabilizer cytotoxicity %,b-catenin transl,b-catenin transl cell count 5 µM,WT yeast gro inh,WT yeast gro inh mutant strain,T cell modulator,T cell modulator vesicle-bound %,Myeloid diff 2,Myeloid diff 2 GFP+ MAC1+ %,Autophagy HCS,Autophagy HCS cell loss 18 h,Ins promoter up,Ins promoter up cell count,West Nile antiviral,Lipid droplet,Lipid droplet cells 6.5 µM
Cn1cc(C=O)c(-c2ccc3c(c2)OCCCO3)n1,.,.,.,.,.,.,.,i,23,i,0.6,.,.,.,.,-0.2%,4,827
COc1cc2c(cc1OC)C(c1ccc(-c3cc(Cl)ccc3Cl)o1)=NCC2,2.2,1.0,9.0,.,.,20,32,i,46,+,.,i,-13,-0.18,944,0.5%,15,791
CCc1ccccc1NC(=O)c1cc(-c2ccco2)on1,.,.,.,.,.,.,.,i,10,i,0.2,.,.,.,.,0.0%,4,773
CC(C)OC(=O)c1c2nc3ccccc3nc2n2c1[nH]c(=O)c1ccccc12,5.0,2.0,4.1,.,.,-10,-2,i,17,.,.,i,11,0.12,1315,.,-2,672
CC(=O)c1cccc(NC(=O)COC(=O)COc2ccccc2C)c1,2.8,2.5,1.4,-3.7,1088,1,-5,i,61,i,0.3,i,6,0.05,1467,0.7%,2,681
COc1ccc(-c2[nH]ncc2CN(Cc2nccn2C)C(C)C)c(F)c1,2.6,2.2,8.6,1.5,1052,-8,-21,i,62,i,0.6,i,-3,.,.,-0.6%,3,701
Cc1c(CCOC(=O)CC23CC4CC(CC(C4)C2)C3)sc[n+]1CC(=O)c1ccc(Br)cc1,1.1,0.5,6.3,4.1,1229,-7,2,i,11,+,7.7*,i,-3,-0.88,1143,.,-4,747
